OXTR ag = agonists of human oxytocin receptor; P30559; CHO-OTR cells, Fluo-8 calcium fluorescence; normalized: DMSO 0%, oxytocin 100%; activation, % at 3 µM; 0.32% of 320,000 active; AID 2435;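 active means activation above the mean of all tested compounds plus 3 SD, cutoff set per screening run, cut at about 20% in these data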;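 further: peak over basal fluorescence ratio from a 100 s FLIPR kinetic read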
Target sequence (P30559 whole entry, looked up): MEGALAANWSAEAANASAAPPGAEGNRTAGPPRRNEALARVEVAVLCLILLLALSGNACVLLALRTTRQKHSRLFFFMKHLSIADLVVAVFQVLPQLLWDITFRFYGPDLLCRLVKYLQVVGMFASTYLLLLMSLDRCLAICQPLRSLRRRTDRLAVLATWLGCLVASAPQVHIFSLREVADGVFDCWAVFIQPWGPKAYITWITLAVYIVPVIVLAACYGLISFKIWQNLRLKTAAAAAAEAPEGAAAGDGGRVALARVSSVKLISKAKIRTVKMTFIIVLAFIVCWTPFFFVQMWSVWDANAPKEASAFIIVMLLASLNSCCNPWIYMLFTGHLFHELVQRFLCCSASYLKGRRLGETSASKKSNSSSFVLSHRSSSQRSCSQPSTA
PHOSPHO1 block = inhibitors of human PHOSPHO1 phosphatase | Q8TCT1 | inhibition, % at 13.3 µM | 1.1% of 290,000 active | recombinant PHOSPHO1, absorbance phosphatase assay; in the data active means inhibition above about 60%
Target sequence (Q8TCT1 whole entry, looked up): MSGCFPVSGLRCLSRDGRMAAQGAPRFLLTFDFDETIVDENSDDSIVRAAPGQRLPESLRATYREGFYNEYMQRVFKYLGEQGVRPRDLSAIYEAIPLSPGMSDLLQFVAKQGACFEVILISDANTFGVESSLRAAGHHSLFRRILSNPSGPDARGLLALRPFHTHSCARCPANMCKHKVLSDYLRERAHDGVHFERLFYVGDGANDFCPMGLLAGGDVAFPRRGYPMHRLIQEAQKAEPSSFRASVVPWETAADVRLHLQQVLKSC
MEKK2mut PB1 HTS = signal of MEK5 binding to mutant human MEKK2 PB1 domain; bead flow cytometry, Alexa488-MEK5 binding to MEKK2 mutant; percent response, % at 10 µM; 0.35% of 290,000 active; in the data active means percent response above about 24%, passing the limit was not always enough; further: inactives centre near 1; some results filed as inactive read as strong as hits; reference of the scale not given here
MEKK3 PB1 HTS = modulators (inhibitors or enhancers) of MEK5 binding to human MEKK3 PB1 domain | 1.4% of 290,000 active | bead-based flow cytometry, Alexa488-MEK5 binding to MEKK3; actives lie on both sides; 0 = blocked by unlabeled MEK5, 100 = vehicle | binding response (% of control), % at 10 µM | Q99759;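 active means binding response more than 3 SD above or below the average of its plate-row segment, actives on both sides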;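 further: Alexa488 bead fluorescence after subtracting the streptavidin-only scavenger bead signal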
MEKK2wt PB1 HTS = raises or lowers MEK5 binding to wildtype human MEKK2 PB1 domain; 1.1% of 290,000 active; Q9Y2U5; binding response (% of control), % at 10 µM; bead flow cytometry, Alexa488-MEK5 binding to MEKK2 WT; actives lie on both sides; in the data active means binding response below about 67% or above about 130%
GalR3 antagonist = antagonists of human GalR3. O60755. HEK293 GalR3-CNG cAMP membrane potential fluorescence; galR3 body fused to GalR1 C-terminus. inhibition, % at 3 µM. 0.44% of 360,000 active. AID 651719;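 active means inhibition above the screen-wide average plus 3 SD, cut at about 13% in these data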;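 further: forskolin and galanin both at EC90 stimulate the cells; cAMP rise reported by CNG channel membrane potential dye signal; 0% = forskolin plus galanin with DMSO and 100% = forskolin alone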
NALP1 inh = NALP1 inhibition; inhibition, % at 10 µM; S. cerevisiae NALP1/ASC/caspase-1 growth, X-gal OD620, 72 h; 0.61% of 280,000 active; in the data active means inhibition mostly above about 24%, no sharp cut-off; inactive means mostly below about 32%; further: some compounds called inactive have numbers as strong as hits
GPR7 antag = blocks human GPR7 receptor signaling. AID 1861. inhibition, % at 4.4 µM. GPR7-expressing cells, fluorescence antagonist assay. 1.1% of 290,000 active. P48145; in the data active means inhibition above about 16%, passing the limit was not always enough;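 further: cells stimulated with the agonist NPW; 0% = agonist with vehicle and 100% = vehicle without agonist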
V1R ag counter = counter-screen for oxytocin receptor agonists: human V1a receptor agonists; P37288; CHO-V1R cells, Fluo-8 calcium fluorescence, agonist mode; 0% DMSO, 100% 3 nM vasopressin; activation, % at 3 µM; 0.25% of 320,000 active; AID 2797;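 active means activation above the mean activation of all tested compounds plus 3 SD, per screening run, cut at about 20% in these data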;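 further: signal is peak over basal fluorescence ratio across a 100 second FLIPR read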
Target sequence (P37288 whole entry, looked up): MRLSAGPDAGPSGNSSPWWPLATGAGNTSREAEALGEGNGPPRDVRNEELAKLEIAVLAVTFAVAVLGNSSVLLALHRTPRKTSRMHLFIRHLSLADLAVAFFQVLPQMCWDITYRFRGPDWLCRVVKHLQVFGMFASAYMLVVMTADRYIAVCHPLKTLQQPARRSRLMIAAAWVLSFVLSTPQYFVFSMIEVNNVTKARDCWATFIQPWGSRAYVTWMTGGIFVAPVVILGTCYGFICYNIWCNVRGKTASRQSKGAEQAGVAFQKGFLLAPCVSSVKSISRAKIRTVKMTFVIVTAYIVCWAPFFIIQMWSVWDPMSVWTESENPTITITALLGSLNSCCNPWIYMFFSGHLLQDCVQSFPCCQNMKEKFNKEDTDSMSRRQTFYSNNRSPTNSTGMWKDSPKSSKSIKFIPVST
Starred values were filed as active, the others as inactive; x = no result given.

SMILES | OXTR ag | PHOSPHO1 block | MEKK2mut PB1 HTS | MEKK3 PB1 HTS | MEKK2wt PB1 HTS | GalR3 antagonist | NALP1 inh | GPR7 antag | V1R ag counter
O=C(NCC1CCCO1)c1ccc2c(=O)n(CCc3ccccc3)c(=O)[nH]c2c1 (configuration not stated) | 1.4 | 0 | 0 | 98 | 92 | -2 | 4 | -14 | 2.3
O=C(N/N=C/c1cccc2ccccc12)c1cccnc1 | -0.8 | 31 | 10 | 106 | 103 | -10 | 5 | 11 | 0.1
Cc1ccc(NS(=O)(=O)c2cc(NC(=O)c3ccc4c(c3)NC(=O)CS4)ccc2Cl)c(C)c1 | -0.9 | -113 | -8 | 100 | 89 | -7 | 15 | -4 | 1.1
CC1CCN(C(=O)C2CCN(S(=O)(=O)c3ccc4c(c3)CC(C)N4C(=O)C3CC3)CC2)CC1 (configuration not stated) | 1.3 | 27 | 6 | 108 | 107 | 5 | 4 | -10 | 4.6
CCC(C)c1ccc(S(=O)(=O)N2CC(=O)Nc3ccccc32)cc1 (configuration not stated) | -0.3 | 6 | -1 | 85 | 96 | -3 | 27 | 11 | 4.0
CCOC(=O)C1CCN(Cc2ccccc2C)CC1 | 1.0 | 6 | 0 | 97 | 101 | -2 | -19 | -9 | 1.0
COc1ccc(CC(=O)Nc2c3c(nn2-c2cccc(C)c2C)CS(=O)C3)cc1OC (configuration not stated) | -0.1 | 6 | -2 | 103 | 99 | -3 | 34 | -5 | 0.8
Cc1sc2nc(SCC(=O)NCCOCCO)n(C)c(=O)c2c1C | 0.6 | 21 | 2 | 101 | 99 | -3 | 10 | 1 | 0.4
CC(=O)Nc1ccc(C(=S)NCCCO)cc1 | 1.0 | -43 | 4 | 109 | 102 | 8 | 10 | -3 | 0.6
CC(=O)Nc1ccc(C(=O)NCCc2ccccc2)cc1 | -0.2 | 1 | -1 | 105 | 99 | -6 | 11 | -13 | 0.3
Cc1ccc(OCC(=O)NC2=NCCS2)cc1 | -0.5 | 13 | 17 | 110 | 114 | 2 | 9 | -8 | 0.9
COc1ccc(CN(C(=O)c2cc3ccccc3oc2=O)C2CCS(=O)(=O)C2)cc1 (configuration not stated) | 0.7 | 17 | -11 | 93 | 100 | -6 | x | -2 | -0.5
O=C(O)c1ccccc1CSC1=NCCS1 | -0.1 | 44 | -3 | 104 | 105 | -6 | -1 | -9 | 1.1
Cc1c(C(C)(C)C)c(C=S)n2ccccc12 | -1.2 | 93* | -6 | 87 | 86 | -7 | 1 | -5 | 0.3
CC1=NN(c2ccccc2)C(=O)C1=C(C)C | 0.3 | 6 | 7 | 104 | 111 | -3 | -2 | -20 | 1.8
Cc1ccc(NC(=O)COCC(=O)Nc2ccc(C)cc2)cc1 | -0.2 | 14 | 2 | 104 | 101 | -3 | 19 | -7 | 0.5
N#CC1=C(SCc2ccccc2)NC(=O)CC1c1ccccc1 (configuration not stated) | 0.7 | -8 | 3 | 108 | 108 | -2 | 6 | -1 | -0.3
COc1ccccc1/C=C/C=c1\sc2nc(=O)c(Cc3ccccc3)nn2c1=O | 0.1 | 27 | -19 | 78 | 77 | 2 | x | 0 | -0.7
COc1ccccc1N1C(=O)CC(N2CCc3ccccc32)C1=O (configuration not stated) | -0.8 | -1 | 1 | 97 | 99 | -4 | 2 | -15 | 0.5
COC(=O)c1sccc1NC(=O)Nc1cccc(OC)c1 | -1.4 | 27 | 4 | 103 | 103 | -1 | -6 | -13 | -0.2
COc1ccc(N(C(=O)/C=C/c2ccccc2)C2=CC3CCC(C2)N3C)cc1 (configuration not stated) | 3.1 | 47 | 17 | 108 | 113 | 4 | x | -7 | 3.1
Nc1cccc(C2=Nc3cccc4cccc(c34)N2)c1 | -0.8 | -18 | 10 | 94 | 84 | -1 | 31 | -5 | 0.2
COc1ccc(-n2cnc3scc(-c4ccc(OC)c(OC)c4)c3c2=O)cc1 | -1.5 | -28 | -4 | 98 | 94 | 1 | -1 | -10 | -1.3
O=C(c1ccc(OC2CCN(C/C=C/c3ccc(F)cc3)CC2)cc1)N1CCCCC1 | 3.7 | 33 | 12 | 110 | 116 | 0 | 16 | -18 | 5.9
COC(=O)C1=C(C)N(CCCC(=O)O)C(=O)NC1c1ccc([N+](=O)[O-])cc1 (configuration not stated) | -0.4 | x | 5 | 104 | 105 | -6 | x | x | -0.6

The list continues.
SMILES | OXTR ag | PHOSPHO1 block | MEKK2mut PB1 HTS | MEKK3 PB1 HTS | MEKK2wt PB1 HTS | GalR3 antagonist | NALP1 inh | GPR7 antag | V1R ag counter
CCCCN(CC)C(=O)c1oc2ccc(S(=O)(=O)N3CCCC3)cc2c1C | 0.5 | -16 | -2 | 100 | 97 | -7 | -1 | -1 | 3.6
COc1ccccc1C1CC(c2ccc(NS(C)(=O)=O)cc2)=NN1C(=O)c1ccccc1 (configuration not stated) | -1.6 | 14 | -13 | 77 | 71 | 2 | 13 | -3 | -0.4
Cc1cc(C)nc(NS(=O)(=O)c2ccc(Br)s2)c1 | -0.3 | 39 | -2 | 96 | 102 | -2 | -4 | 4 | -0.7
COc1cccc(C(=O)CSc2nnnn2C)c1 | -1.0 | -4 | 2 | 103 | 101 | -1 | -4 | -9 | 1.6
CCOc1cc(/C=N/NC(=O)COc2ccc(Cl)cc2)ccc1OS(=O)(=O)c1ccccc1 | 0.0 | 21 | 0 | 103 | 103 | 1 | 10 | 3 | 1.3
CC(C)(C)NC(=S)NCc1ccncc1 | 0.3 | 14 | 10 | 104 | 109 | -2 | -4 | 0 | 0.6
CC(=O)n1cc(/C=C2/N=C(c3ccccc3)OC2=O)c2ccccc21 | 0.1 | 8 | 17 | 106 | 104 | 0 | 23 | -3 | 0.7
COc1cc(C(=S)N2CCCC2)cc(Cl)c1OCC(=O)Nc1ccc(C)cc1C | -0.5 | 0 | 0 | 114 | 105 | 2 | 20 | -12 | -1.3
CCN(C(N)=S)c1ccccc1 | -0.1 | 15 | 8 | 108 | 107 | 5 | 18 | -2 | 1.3
OC1CCCN(Cc2ccc3ccc4cccc5ccc2c3c45)C1 (configuration not stated) | 0.6 | 41 | 17 | 109 | 140* | -7 | 3 | 5 | -0.6
CCc1ccccc1NC(=O)CCC(=O)c1cccs1 | -0.2 | 14 | 4 | 102 | 101 | -4 | 3 | -7 | -0.6
NS(=O)(=O)c1cccc(NC(=S)NCc2ccc3c(c2)OCO3)c1 | 1.9 | -10 | -1 | 113 | 105 | -9 | -11 | -7 | 0.0
Cc1ccc(OCc2ccc(C(=O)Nc3cc(C)on3)o2)c([N+](=O)[O-])c1 | -0.8 | 27 | 5 | 96 | 100 | -1 | -2 | 3 | -0.2
Cc1c(C=NCCOCc2ccccc2)cnn1C | 0.1 | 30 | -10 | 93 | 98 | -3 | 0 | -1 | 0.4
CC1(C)CC(O)CC(C)(C)N1CC(O)COCCOc1ccc(Br)cc1 (configuration not stated) | 0.5 | -29 | 2 | 102 | 105 | -4 | 6 | -1 | -0.1
CCOc1ccc(OCCC(=O)N2CCc3cc(OC)c(OC)cc3C2)cc1 | 0.5 | 7 | -2 | 92 | 94 | -6 | 8 | 11 | 4.0
O=C(COC(=O)c1cc(NS(=O)(=O)c2cccs2)ccc1O)Nc1ccc(F)c(F)c1F | 7.0 | 32 | -2 | 101 | 94 | -2 | 5 | -6 | 4.2
O=S(=O)(c1ccc(F)cc1)N1CCN(CC2CC3C=CC2C3)CC1 (configuration not stated) | 0.6 | 35 | -1 | 101 | 104 | -7 | 17 | -3 | 3.0
COc1ccc(S(=O)(=O)N2CCOCC2)cc1NC(=O)c1cccc2c(=O)c(C)c(-c3ccccc3)oc12 | -0.7 | -7 | -9 | 98 | 77 | -3 | 27 | -10 | 2.2
CC1CC(C)CN(S(=O)(=O)N2CCCC(C(=O)NC3CCCCC3)C2)C1 (configuration not stated) | 0.0 | 15 | -2 | 99 | 103 | 0 | 10 | -4 | -0.5
O=C(CN(C(=O)c1csnn1)c1ccc(F)c(Cl)c1)NCc1ccc2c(c1)OCO2 | 3.0 | -4 | 0 | 104 | 98 | -9 | 10 | 6 | 5.1
C=CCOc1ccccc1CN1CCC(Cc2ccccc2)CC1 | 1.7 | x | 7 | 103 | 110 | -15 | -55 | 0 | 2.1
CCCN(CC(=O)Nc1ccc(Cl)cc1Cl)C(=O)/C=C/c1ccco1 | -3.0 | -11 | 29 | 109 | 109 | 0 | 28 | -9 | -1.6
COc1ccccc1NC(=O)c1ccc(NC(=O)COC(=O)C2CC2C)cc1 (configuration not stated) | 0.2 | 10 | -2 | 97 | 98 | -8 | 27 | -11 | 4.6
COc1ccc(-c2csc(COC(=O)C(C)(C)C)n2)cc1 | -0.8 | -1 | -2 | 95 | 99 | -7 | -3 | -13 | 12

(more compounds)
SMILES | OXTR ag | PHOSPHO1 block | MEKK2mut PB1 HTS | MEKK3 PB1 HTS | MEKK2wt PB1 HTS | GalR3 antagonist | NALP1 inh | GPR7 antag | V1R ag counter
COc1ccc(N2CCN(C(=O)CSc3nnc(-c4cc5ccccc5cc4O)n3C)CC2)cc1 | 9.7 | 29 | 1 | 102 | 97 | -5 | -1 | 6 | 10
Cc1ccc(OCC(=O)NC2CC(C)(C)NC(C)(C)C2)c(C)c1 | 0.2 | 3 | -1 | 98 | 95 | -2 | -1 | 1 | -0.3
CCc1cccc(CC)c1NC(=O)COC(=O)CC1c2ccccc2CCN1S(=O)(=O)c1ccccc1 (configuration not stated) | -2.2 | 2 | 12 | 96 | 117 | -8 | 20 | 0 | -0.1
COc1ccc2c(c1)N(S(=O)(=O)c1ccccc1)CCC2=O | -0.1 | 9 | 2 | 99 | 100 | -3 | 20 | 1 | 0.4
COc1ccc(C)cc1Nc1n[n+](-c2ccccc2)c(-c2c(Cl)cccc2Cl)s1 | 19 | -7 | 7 | 109 | 127 | -9 | 16 | 26 | 19
C(=C\c1ccccc1)/CSc1nnc(-c2ccccn2)n1Cc1ccco1 | -2.1 | 6 | 11 | 111 | 110 | 1 | 0 | 17 | -0.5
COc1cccc(/C=N/Nc2ncnc3scc(-c4ccccc4)c23)c1OC | -1.4 | -12 | 3 | 109 | 100 | -7 | -11 | 14 | -0.5
Cc1cccc(C(=O)NCC(=O)N2CCOCC2)c1 | 0.0 | 33 | 1 | 104 | 102 | 0 | 8 | -6 | 0.1
CCOc1ccccc1N(CC(=O)NC1CCCCC1)S(=O)(=O)c1ccc(C)cc1 | -1.4 | 6 | -3 | 101 | 96 | -8 | 5 | 0 | 0.0
O=C(C1=C[C@@H](c2coc3ccccc3c2=O)C[C@@H](OCCCCO)O1)N1CCN(Cc2ccc3c(c2)OCO3)CC1 | 0.8 | -28 | 7 | 105 | 106 | -6 | 2 | -13 | 0.8
Cc1cc(C)nc(SCc2cc(=O)c(OC(=O)c3ccc(S(=O)(=O)N(C)C)cc3)co2)n1 | 1.8 | -4 | 12 | 94 | 101 | -9 | 13 | -3 | 1.5
CC(C)CNC(=O)c1nn(Cc2ccccc2)c(=O)c2ccccc12 | -1.8 | 32 | -3 | 99 | 99 | -9 | 19 | -5 | -0.6

Shown field by field: entries from further up.
mol: CCN(C(N)=S)c1ccccc1
  OXTR ag = -0.1; PHOSPHO1 block = 15; MEKK2mut PB1 HTS = 8; MEKK3 PB1 HTS = 108; MEKK2wt PB1 HTS = 107; GalR3 antagonist = 5; NALP1 inh = 18; GPR7 antag = -2; V1R ag counter = 1.3
mol: Cc1cccc(C(=O)NCC(=O)N2CCOCC2)c1
  OXTR ag = 0.0; PHOSPHO1 block = 33; MEKK2mut PB1 HTS = 1; MEKK3 PB1 HTS = 104; MEKK2wt PB1 HTS = 102; GalR3 antagonist = 0; NALP1 inh = 8; GPR7 antag = -6; V1R ag counter = 0.1

Source: PubChem
